Screens: PubChem BioAssay, several laboratories
West Nile virus CPE – inhibition of WNV-induced cytopathic effect – cell-based, CPE readout (AID 1621); West Nile virus-infected cells, CPE inhibition; higher % means a stronger effect; CPE inhibition, % at 10 µM, or IC50 in µM where a hit was titrated; 0.02% of 290,000 active; in the data active = a potency from the dose series; inconclusive = CPE inhibition mostly from about 3.7% at the one dose, without a potency; inactive = the rest, 99 in 100 with CPE inhibition below about 2.2%; also: strong numbers were not always called active
SV40 large T antigen – TAg ATPase/helicase activity blockers – biochemical (AID 1903) | SV40 large T antigen ATPase/helicase inhibition assay; higher % means a stronger effect | inhibition, % at 20 µM, or IC50 in µM where a hit was titrated | 0.39% of 310,000 active; in the data active = a potency from the dose series; inconclusive = inhibition mostly from about 32% at the one dose, without a potency; inactive = the rest, 99 in 100 with inhibition below about 32%; also: strong numbers were not always called active
RSV antiviral HEp-2 – inhibition of RSV-induced cytopathic effect – HEp-2 cells, primary 10 µM value included (AID 2391); HEp-2 cells, RSV-induced CPE inhibition; higher % means a stronger effect; one-dose CPE inhibition, % at 10 µM; IC50 in µM for titrated hits; 0.13% of 310,000 active; in the data active = a potency from the dose series; inconclusive = CPE inhibition mostly from about 23% at the one dose, without a potency; inactive = the rest, 99 in 100 with CPE inhibition below about 21%; also: strong numbers were not always called active
GPR35 antagonists – GPR35 antagonists blocking zaprinast-driven arrestin recruitment, primary screen, imaging, U2OS, beta-arrestin-GFP, zaprinast agonist (AID 2058) | U2OS GPR35 beta-arrestin-GFP translocation imaging, zaprinast antagonism; higher % means a stronger effect | inhibition, % at 10 µM; hits with a dose series show IC50 in µM | 0.052% of 290,000 active;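 active = inhibition of at least 50% with at least 30 cells and total cytoplasm GFP at most 10,000,000; inconclusive = under 30 cells or total GFP of 10,000,000 plus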
Salmonella PhoP GFP – inhibitors of PhoP regulon expression, primary screen, Salmonella Typhimurium, GFP reporter (AID 1863); 0.16% of 300,000 active; inhibition, % at 50 µM; hits with a dose series show IC50 in µM; S. Typhimurium PhoP-regulated promoter GFP reporter, 4 h; higher % means a stronger effect;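 active = inhibition over 29.93%, a cutoff 3 SD above the screen mean, later confirmed by dose response; inconclusive = inhibition over 29.93% but no dose response follow-up; inactive = inhibition at most 29.93% or unconfirmed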;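 also: 0% = low Mg2+ inducing control and 100% = high Mg2+ repressing control; strong numbers were not always called active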
MgcRacGAP inhibition – MgcRacGAP GTPase-activating activity inhibitors, confirmation, biochemical, ADP Hunter fluorescence; MgcRacGAP-stimulated Rac1 GTP hydrolysis, ADP Hunter fluorescence; higher % means a stronger effect; GST-tagged Rac1 F28L mutant substrate; one-dose inhibition, % at 30 µM; IC50 in µM for titrated hits; 0.6% of 340,000 active;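 active = first-screen hits whose inhibition reached a set limit at any dose in the follow-up dose series; inconclusive = inhibition above the set first-screen limit but never retested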;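 also: fluorescence reports GDP produced by GAP-driven GTP hydrolysis; strong numbers were not always called active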
NS5 inhibitors – flavivirus cap methylation enzyme inhibition – biochemical, confirmation dose response, primary screen (AID 588689); 0.3% of 340,000 active; Dengue-2 NS5 methyltransferase capping enzyme assay, biochemical; higher % means a stronger effect; inhibition, % at 25 µM; hits with a dose series show IC50 in µM; in the data active = a potency from the dose series; inconclusive = inhibition above about 29% without an active follow-up result
LYP phosphatase – inhibitors of LYP phosphatase, biochemical, fluorescence intensity, uHTS (AID 1779); inhibition, % at 11.5 µM, or IC50 in µM where a hit was titrated; 0.054% of 290,000 active; recombinant LYP phosphatase, fluorescence intensity; higher % means a stronger effect; in the data active = inhibition above about 50%;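 also: plate controls were vehicle with enzyme for no effect and no enzyme for full effect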
CSM14.1 death rescue – rescue of cells from ER stress-induced death, primary screen, 384-well, CSM14.1, thapsigargin, ATP luminescence (AID 1222). CSM14.1 thapsigargin-induced death rescue, ATP luminescence; higher % means a stronger effect. cellular ATP content (survival), % at 20 µM; hits with a dose series show EC50 in µM. 190,000 tested, under 10 active;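 active = EC50 below 50 µM in the dose-response confirmation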;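 also: death triggered by thapsigargin at about 15 µM added after 2 h compound pretreatment; cell ATP read after overnight thapsigargin exposure of roughly 18 to 22 hours; normalized against plate controls of thapsigargin alone and 5% DMSO vehicle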
NS5 inhibitors pilot replicate – further read-out of NS5 inhibitors, marked with its call; inhibition, %; measured here: pilot screen replicate inhibition
* hit, by the source's call; ? = inconclusive; . = not tested or not shown.

SMILES | West Nile virus CPE | SV40 large T antigen | RSV antiviral HEp-2 | GPR35 antagonists | Salmonella PhoP GFP | MgcRacGAP inhibition | NS5 inhibitors | LYP phosphatase | CSM14.1 death rescue | others
COc1cccc2cc(-c3csc(NC(=O)CCC(=O)NCCCN4CCC(C)CC4)n3)c(=O)oc12 | 0.1% | 10% | 0.2% | -7% | 2% | 17% | -6% | 1% | .
CCn1cc(/C=C(\NC(=O)c2ccccc2F)C(=O)NCCN2CCOCC2)c2ccccc21 | 0.0% | 11% | 0.2% | 7% | 2% | 17% | -12% | -11% | .
COc1cccc(-c2noc(C3CCCN(S(=O)(=O)c4cccc(Cl)c4C)C3)n2)c1 (stereo not drawn) | -0.2% | 7% | 6.0% | -4% | 4% | 12% | -2% | 3% | 0.6%
Cc1ccc(CSc2cc(C)[nH]c(=O)n2)cc1 | 0.9% | 3% | 3.5% | -2% | 3% | 6% | -29% | 2% | .
Cc1ccc(C2=NNC(=O)C(P(=O)(c3ccccc3)c3ccccc3)C2)cc1 (stereo not drawn) | -0.2% | 26% | 0.5% | -18% | 4% | 4% | 1% | -2% | 0.0%
COc1ccc(C)cc1NC(=O)CCS(=O)(=O)c1ccc2c(c1)oc(=O)n2C | -0.4% | 6% | 4.1% | 2% | -8% | 9% | -8% | -8% | .
COc1cc(/C=C/C(=O)OCC(=O)Nc2oc(C)c3c(C)n[nH]c(=O)c23)ccc1OC(F)F | . | 23% | -0.8% | . | 20% | 4% | -6% | . | .
Cc1cccc(NC(=O)N2C3CCCC2CC(NC(=O)C2CC2)C3)c1 (stereo not drawn) | -0.5% | 9% | 1.4% | 4% | -1% | 5% | -4% | -12% | .
CC(C)CC(=O)NC(=S)N1CCN(c2ccc([N+](=O)[O-])cc2Cl)CC1 | -1.3% | 12% | 2.4% | -11% | -5% | 6% | -4% | 0% | -2.9%
Cc1c(NC(=O)CN(c2ccc(F)cc2)S(=O)(=O)c2ccccc2)c(=O)n(-c2ccccc2)n1C | -0.4% | 7% | 0.8% | 11% | 4% | 6% | 3% | -6% | .
O=C1C2C3C=CC([C@@H]2C(=O)N1c1nccs1)C31CC1 (stereo partly drawn) | 0.2% | 9% | 2.8% | -1% | 1% | 13% | 2% | -10% | -1.6%
COc1ccccc1N1CCN(C(=O)Cn2cnc3c2c(=O)n(C)c(=O)n3C)CC1 | 0.3% | -17% | 1.1% | 2% | -5% | 14% | -2% | -9% | .
C/C(CC(=O)Nc1ccc2ccccc2c1)=N\NC(=O)c1ccc(O)c(O)c1 | -0.2% | 14µM* | -0.4% | 0% | 4% | ? | -1% | -5% | .
O=C(NCc1ccc(F)cc1)C(c1cccnc1)N(C(=O)c1csnn1)c1ccccc1 (stereo not drawn) | -0.2% | 11% | 0.3% | -1% | 6% | 1% | -7% | -12% | .
O=C(NCCc1ccccc1)C(c1ccccc1)N(C(=O)c1csnn1)C1CC1 (stereo not drawn) | -1.1% | 7% | 0.0% | 12% | -6% | 8% | . | -6% | 1.3%
Cc1ccc(C)c(Oc2coc3cc(OCC(=O)Nc4ccccc4C(C)C)ccc3c2=O)c1 | -0.6% | 5% | 12% | -9% | -10% | . | . | 0% | 2.3%
Cn1c(Cn2c(=O)sc3ccccc32)nnc1SCC(=O)N1CCCCCC1 | -0.4% | 5% | -0.3% | -4% | -4% | 8% | 2% | -2% | -0.9%
O=C(CSc1nnc(Cc2ccccc2)o1)NCc1ccc2c(c1)OCO2 | -0.1% | 13% | -0.6% | 5% | -2% | -1% | 1% | 2% | -0.8%
COc1ccccc1NC(=O)CNC(=O)c1ccc(F)cc1 | -0.2% | 22% | 3.0% | -11% | -9% | 10% | 6% | 6% | 0.3%
CCOC(=O)CC(NS(=O)(=O)c1ccc2[nH]cc(C(=O)O)c(=O)c2c1)c1ccc(OCC)c(OC)c1 (stereo not drawn) | 0.0% | 30% | 0.1% | 0% | 4% | 11% | 5% | -9% | .
CCOC1OC(=O)C(Cl)=C1Nc1ccccc1C (stereo not drawn) | -0.5% | 6% | 1.1% | 16% | 11% | 11% | 3% | -9% | -2.1%
Cc1cnc(NC(=O)c2cccs2)s1 | 0.1% | 2% | 0.3% | -7% | 11% | 0% | -12% | -1% | .
COc1ccc2nc3sc(C(=O)NCCN4CCc5ccccc5C4)cc3cc2c1 | -0.8% | 7% | 2.0% | 9% | 8% | 15% | -3% | 0% | -2.5%
CCCCOC(=O)N/N=C/C=C/c1ccccc1 | -0.3% | 6% | 1.1% | -12% | 6% | 7% | 0% | 2% | -1.6%
CC1CC(=O)N(CC(=O)NC2CCCCC2)c2ccccc2S1 (stereo not drawn) | -0.1% | 16% | 2.0% | 11% | -14% | 9% | -3% | -3% | .
O=S(=O)(c1cccs1)N1CCCc2ccccc21 | -0.2% | 1% | 4.9% | 21% | 3% | 6% | 1% | 0% | -0.6%
COc1ccc(-c2noc(-c3cccs3)n2)cc1OC | -0.4% | 4% | . | -1% | 7% | -3% | 1% | 2% | .
O=C(Cn1c2ccccc2c2nc3n(c(=O)c21)CCS3)Nc1ccccc1C(F)(F)F | -0.8% | 6% | -0.3% | -15% | -5% | -2% | -1% | -3% | -2.2%
CC(C)(C)c1ccc(C(=O)NCC(=O)OCC(=O)N2CCN(S(=O)(=O)c3ccc(Cl)cc3)CC2)cc1 | . | 13% | 0.6% | . | -6% | 7% | -2% | . | .
O=[N+]([O-])c1cccc2ccc(N3CCOCC3)nc12 | -0.4% | 31% | ? | -4% | 6% | 9% | -7% | -6% | . | NS5 inhibitors pilot replicate=0.0
COC(=O)/C=C/c1ccc(-n2ccnc2)cc1 | 0.0% | 13% | 1.1% | -4% | 5% | 7% | 6% | -6% | -1.3%
COCc1c(C(=O)OC)nnn1-c1ccccc1 | -0.4% | 2% | -2.1% | -4% | 0% | 9% | -5% | -4% | -2.0%
COCCN(CC(=O)Nc1cccc(C)c1)S(=O)(=O)c1ccc(S(=O)(=O)N2CCCC2)cc1 | -2.0% | 3% | 1.0% | 4% | 2% | -1% | -2% | -7% | -0.2%
O=C(CSc1nc2ccc(NC(=O)c3ccccc3C(=O)O)cc2s1)Nc1c(Cl)cccc1Cl | 0.3% | 9% | 1.5% | -3% | 6% | 8% | -2% | -3% | .
O=C1CCC/C(=N\NC(=O)c2ccc(CSc3cccc4cccnc34)cc2)C1 | -0.2% | 12% | 0.3% | -6% | -6% | 6% | -2% | -2% | .
COc1ccc(CCNC(=S)NC(=O)c2ccccc2)cc1C | -0.9% | 30% | 7.7% | 6% | -13% | 6% | 1% | 0% | .
O=C(N/N=C/c1ccc(O)cc1)c1[nH]c2ccc(Br)cc2c1-c1ccccc1 | -0.3% | 8% | 0.9% | -3% | 13% | 6% | -3% | -7% | 12%
O=C(NNC(=O)C1CCN(Cc2ccc(F)cc2Cl)CC1)Nc1ccc([N+](=O)[O-])cc1 | 0.2% | 11% | 1.8% | 14% | -9% | -1% | -5% | 1% | 1.0%
CCOC(=O)N1CCN(C(=O)c2ccc(NC(C)=O)cc2)CC1 | 1.1% | 1% | -0.3% | 7% | 7% | -2% | 1% | -8% | -1.0%
O=C(CSc1nc(NS(=O)(=O)c2ccccc2)cc(=O)[nH]1)Nc1ccc(Cl)cc1 | 0.4% | 18% | . | 10% | -4% | -1% | 16% | -6% | -1.2%
Cc1ccc(Cn2ccc(NC(=O)c3cc(-c4ccc(F)cc4)on3)n2)cc1 | 1.3% | 3% | 1.7% | -4% | -2% | 2% | -7% | -4% | -1.1%
N#Cc1ccccc1NC(=O)CC1CCCCC1 | -0.1% | 15% | 0.5% | -9% | -2% | 8% | -4% | -7% | -1.4%
O=C(CSCCO)Nc1cccc(C(F)(F)F)c1 | -0.4% | 1% | 0.6% | -2% | 4% | -5% | -12% | -5% | -1.9%
O=C(O)c1ccc(/C=N/NC(=O)c2ccc(CN3c4cccc5cccc(c45)S3(=O)=O)cc2)cc1 | 0.4% | 37% | 8.7% | -9% | -21% | 15% | 3% | 1% | .
CC(=O)CC1(O)C(=O)N(Cc2ccccc2)c2ccccc21 (stereo not drawn) | 0.8% | 3% | 0.1% | -8% | 4% | 10% | -5% | -1% | 0.0%
CCN1CCN(C(c2cc3cc4c(cc3[nH]c2=O)OCO4)c2nnnn2C(C)(C)CC)CC1 (stereo not drawn) | -0.4% | 7% | 0.5% | -4% | 3% | -6% | 7% | -5% | -2.5%
CC(Oc1ccc(Br)cc1)C(=O)Nn1c(=S)[nH]c2ncccc2c1=O (stereo not drawn) | 0.1% | 3% | 1.9% | 0% | -6% | . | . | -4% | -0.9%
O=C1CSC(c2cn(-c3ccccc3)nc2-c2cc3ccccc3oc2=O)N1Cc1ccccc1 (stereo not drawn) | -0.2% | 0% | 5.7% | -10% | -4% | 11% | -4% | 2% | 1.2%
COc1cc(C2=CCN(C(C)=O)CC2)ccc1OC(C)=O | 0.1% | 16% | 2.2% | . | -8% | 10% | -7% | . | .
COc1ccccc1OCC(=O)Nc1ccc(S(=O)(=O)NC(C)=O)cc1 | -0.2% | 4% | 0.8% | 0% | 5% | 7% | 2% | -8% | 1.8%
O=C(COC(=O)C1CCCCC1)Nc1ccc([N+](=O)[O-])cc1 | 0.4% | 14% | -0.4% | -3% | 3% | -9% | -11% | 0% | -0.9%
CCN1CCN(C(=O)CN(CC)S(=O)(=O)c2ccc3ccccc3c2)CC1 | -0.8% | 8% | 2.0% | -5% | 1% | 11% | -1% | -12% | .
C/C(=N\NC(=O)c1ccc(Cl)cc1)c1cccnc1 | 0.4% | 11% | 0.9% | 3% | -5% | 4% | 0% | 0% | .
C/C(=N/OC(=O)CC(C)C)c1cc(-c2ccc(Cl)cc2)no1 | -0.9% | 4% | 6.8% | -14% | 7% | 4% | -13% | -6% | -1.8%
COc1ccc(C(=S)N2CCN(C)CC2)cc1 | -0.2% | 9% | 0.9% | -14% | 11% | 15% | -2% | 7% | -0.6%
C/C(=N\NC(=O)c1nc2ccccn2c1C)c1cccc([N+](=O)[O-])c1 | -0.6% | 5% | -0.7% | -12% | 0% | 4% | -5% | -1% | 1.0%
COc1ccc(Cl)cc1NC(=O)CCNC(=O)Cn1ccc2ccccc2c1=O | 3.0% | 0% | 0.8% | 5% | -3% | 7% | 2% | -7% | .
Cn1c(C2CCCCC2)nc2c1c(=O)[nH]c(=O)n2Cc1ccccc1 | -1.6% | 7% | 4.1% | -19% | 5% | 5% | -4% | -1% | 0.0%
